EP2 antag – blocks the human prostaglandin E2 receptor EP2; inhibition, % at 25 µM; P43116; AID 1422; hit rate 0.52% among 260,000; C6 glioma cells expressing human EP2, cAMP TR-FRET; cells stimulated with saturating PGE2;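 active means percent inhibition above 40 after rounding to a whole number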;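 further: rat C6 glioma host cells with rolipram phosphodiesterase inhibitor present; the protocol text gives 20 µM as final concentration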
NCF1 inh – p47phox (human) inhibition | AID 1274 | inhibition, % at 24.7 µM | hit rate 0.53% among 220,000 | P14598 | p47phox/p22phox peptide binding, fluorescence polarization, 2 h;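 active means inhibition above about 30%, limit read from the data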;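 further: 0% = p47phox with labelled peptide and 100% = labelled peptide alone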
Target sequence (P14598 whole entry, looked up): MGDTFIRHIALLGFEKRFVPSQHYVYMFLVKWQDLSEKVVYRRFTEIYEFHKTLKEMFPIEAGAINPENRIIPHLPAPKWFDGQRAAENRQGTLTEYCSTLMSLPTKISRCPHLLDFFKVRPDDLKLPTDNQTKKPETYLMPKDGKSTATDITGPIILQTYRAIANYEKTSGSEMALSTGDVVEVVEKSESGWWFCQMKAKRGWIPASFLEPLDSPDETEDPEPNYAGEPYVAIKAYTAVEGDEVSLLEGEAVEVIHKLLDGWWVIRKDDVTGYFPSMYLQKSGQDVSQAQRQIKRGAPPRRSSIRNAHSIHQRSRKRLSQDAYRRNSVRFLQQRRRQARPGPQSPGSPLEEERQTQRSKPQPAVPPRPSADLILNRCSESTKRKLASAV
BaF3 parental – counter-screen for JAK2V617F inhibitors: parental Ba/F3 viability inhibitors; CellTiter-Glo ATP luminescence; AID 1486; inhibition, % at 5.6 µM; hit rate 1.1% among 220,000;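 active means inhibition above a per-campaign cutoff, the mean inhibition of all tested compounds plus 3 SD, cut at about 27% in these data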;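 further: 0% = DMSO wells and 100% = JAK Inhibitor I control wells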
Furin inhibitor – human furin inhibition. purified furin, fluorogenic substrate cleavage. inhibition, % at 30 µM. hit rate 0.061% among 220,000. AID 463115; in the data active means inhibition above about 25%; further: inactives centre near -15
Target sequence (P09958 108-714 limits assumed): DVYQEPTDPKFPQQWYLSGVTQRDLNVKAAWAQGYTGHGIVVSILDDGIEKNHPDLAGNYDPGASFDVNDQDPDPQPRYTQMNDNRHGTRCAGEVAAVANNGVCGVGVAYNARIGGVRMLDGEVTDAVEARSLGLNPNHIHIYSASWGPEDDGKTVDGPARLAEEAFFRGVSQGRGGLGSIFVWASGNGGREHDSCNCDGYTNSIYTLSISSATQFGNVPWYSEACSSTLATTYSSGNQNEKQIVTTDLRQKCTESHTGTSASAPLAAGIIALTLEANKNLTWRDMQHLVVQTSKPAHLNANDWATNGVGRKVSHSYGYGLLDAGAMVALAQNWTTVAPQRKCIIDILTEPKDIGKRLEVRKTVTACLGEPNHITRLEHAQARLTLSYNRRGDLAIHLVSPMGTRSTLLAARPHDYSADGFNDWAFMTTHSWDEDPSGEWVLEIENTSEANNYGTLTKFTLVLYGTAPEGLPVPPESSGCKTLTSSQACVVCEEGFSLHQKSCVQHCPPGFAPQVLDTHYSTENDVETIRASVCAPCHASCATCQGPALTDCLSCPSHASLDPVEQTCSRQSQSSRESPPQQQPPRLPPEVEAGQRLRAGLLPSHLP
PPC-1+TRAIL kill – kills PPC-1 cancer cells in the presence of TRAIL | cell killing (% activity), % at 4 µM | PPC-1 cells + TRAIL, ATPLite viability luminescence | hit rate 0.41% among 220,000;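 active means cell killing above 50% in the first pass at 4 µM, then a duplicate retest at 5 µM averaging 50% or more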;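 further: plate controls were cells with TRAIL plus DMSO for no effect and medium-only wells lacking cells for full effect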
RBBP9 inhibitor – inhibitors of human serine hydrolase RBBP9; O75884; recombinant RBBP9, FP-Rh probe fluorescence polarization; inhibition, % at 7.94 µM; hit rate 0.2% among 220,000; AID 1515;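 active means inhibition above the campaign mean of all tested compounds plus 3 SD, cut at about 14% in these data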;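 further: plate controls were DMSO wells with RBBP9 for no effect and wells lacking RBBP9 protein for full effect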
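Measured by: FP readout at 525/598 nm; material: recombinant human RBBP9; also added: Serine-hydrolase probe FP-Rh, 375 nM pre-mixing; medium: Tris buffer pH 8.0, NaCl, Pluronic; replication: one well per compound; doses: one concentration, 7.94 µM nominal, 0.794% DMSO; timing: preincubation 30 min plus labeling 45 min at 25 °C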
p97 inhibitor – human p97 ATPase inhibition | P55072 | recombinant p97 ATPase, Kinase-Glo ATP luminescence, 3 h | inhibition, % at 8 µM | hit rate 0.42% among 220,000 | AID 1481; in the data active means inhibition above about 15%;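 further: 0% = DMSO vehicle and 100% = wells lacking enzyme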
Ba/F3 V617F tox – loss of viability in JAK2V617F-driven Ba/F3 cells. inhibition, % at 5.6 µM. AID 1446. hit rate 1.1% among 220,000. Ba/F3 EpoR-JAK2V617F viability, ATP luminescence;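 active means inhibition above the campaign mean plus 3 SD over all tested compounds, cut at about 24% in these data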;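 further: cytokine-independent growth of Ba/F3 cells driven by EpoR plus mutant JAK2; 0% = DMSO-treated cells and 100% = JAK inhibitor I control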
Tb hexokinase – blocks Trypanosoma brucei hexokinase 1 activity. recombinant TbHK1, G6PDH-coupled NADH A340. hit rate 0.11% among 220,000. inhibition, % at 10 µM;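 active means inhibition of 50% or more in the single-dose primary screen; inactive means inhibition below 50%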
Starred values were filed as active, the others as inactive; / = no result given; & = joins results of further samples; [ ] = remark or other dose. Only part of the results is shown; the hit share may differ from the screen's.

Preview (2 entries):
SMILES	EP2 antag	NCF1 inh	BaF3 parental	Furin inhibitor	PPC-1+TRAIL kill	RBBP9 inhibitor	p97 inhibitor	Ba/F3 V617F tox	Tb hexokinase
CC(C)(C)n1nnnc1C(c1ccc(F)cc1)N1CCC(C(N)=O)CC1 (stereo unspecified)	5	0	7	-17	-14	-9	-2	3	0
Cc1cccc(C(=O)c2c(N)sc3c2CCCC3)c1	2	-50	12	0	4	-7	3	3	-9

This part in full, previewed entries included:
SMILES	EP2 antag	NCF1 inh	BaF3 parental	Furin inhibitor	PPC-1+TRAIL kill	RBBP9 inhibitor	p97 inhibitor	Ba/F3 V617F tox	Tb hexokinase
CC(C)(C)n1nnnc1C(c1ccc(F)cc1)N1CCC(C(N)=O)CC1 (stereo unspecified)	5	0	7	-17	-14	-9	-2	3	0
Cc1cccc(C(=O)c2c(N)sc3c2CCCC3)c1	2	-50	12	0	4	-7	3	3	-9
COc1ccc(-n2c(=S)[nH]c3[nH]ncc3c2=O)cc1	6	-5	4	-10	6	14	5	-3	-7
O=C(O)c1cc2n(n1)C(C(F)(F)F)CC(C1CC1)N2 (stereo unspecified)	5	-2	-1	-11	-19	0	3	-1	-10
Cc1cn2c(N)c(C=C3C=C(Cl)C(=O)C(Cl)=C3)c(=O)nc2s1	4	-43	5	-8	20	-13	-1	1	2
CC(=O)c1ccc(-c2ccc([C@H]3[C@@H]4C=CCC[C@@]4(C)C(=O)N3Cc3ccccc3)c(F)c2)cc1	14	-20	/	-13	-5	/	/	/	4
CC(C)Sc1nc2ccccc2n1CC(N)=O	3	-17	0	-25	2	-7	7	-2	-1
COc1ccc(NC(=O)c2nc[nH]c2C(=O)N2CCC(C)CC2)cc1	20	6	/	-6	3	/	/	/	-9
Cc1cccc(NC(=O)CN2C(=O)N/C(=C/c3cc(C)n(-c4cccnc4)c3C)C2=O)c1	5	0	0	-28	/	-5	4	-2	-7
CCC(NC(=O)c1ccccc1NC(=O)c1ccc(OC)cc1)C(=O)N1CCCC1 (stereo unspecified)	12	-12	7	-21	19	-3	1	1	-2
CC(=O)n1cc(N(C(=O)CCl)c2ccccc2)c2ccccc21	4	-9	20	-14	18	10	13	96*	-7
CN1CCN(NC(=O)CSc2ccc(Cl)cc2Cl)CC1	3	-3	6	-29	13	-8	4	-1	2

Given as labelled records: entries from further up.
> Cc1cccc(C(=O)c2c(N)sc3c2CCCC3)c1
  EP2 antag: 2
  NCF1 inh: -50
  BaF3 parental: 12
  Furin inhibitor: 0
  PPC-1+TRAIL kill: 4
  RBBP9 inhibitor: -7
  p97 inhibitor: 3
  Ba/F3 V617F tox: 3
  Tb hexokinase: -9
> COc1ccc(-n2c(=S)[nH]c3[nH]ncc3c2=O)cc1
  EP2 antag: 6
  NCF1 inh: -5
  BaF3 parental: 4
  Furin inhibitor: -10
  PPC-1+TRAIL kill: 6
  RBBP9 inhibitor: 14
  p97 inhibitor: 5
  Ba/F3 V617F tox: -3
  Tb hexokinase: -7
> O=C(O)c1cc2n(n1)C(C(F)(F)F)CC(C1CC1)N2 (stereo unspecified)
  EP2 antag: 5
  NCF1 inh: -2
  BaF3 parental: -1
  Furin inhibitor: -11
  PPC-1+TRAIL kill: -19
  RBBP9 inhibitor: 0
  p97 inhibitor: 3
  Ba/F3 V617F tox: -1
  Tb hexokinase: -10
> Cc1cn2c(N)c(C=C3C=C(Cl)C(=O)C(Cl)=C3)c(=O)nc2s1
  EP2 antag: 4
  NCF1 inh: -43
  BaF3 parental: 5
  Furin inhibitor: -8
  PPC-1+TRAIL kill: 20
  RBBP9 inhibitor: -13
  p97 inhibitor: -1
  Ba/F3 V617F tox: 1
  Tb hexokinase: 2

Further records follow.
SMILES	EP2 antag	NCF1 inh	BaF3 parental	Furin inhibitor	PPC-1+TRAIL kill	RBBP9 inhibitor	p97 inhibitor	Ba/F3 V617F tox	Tb hexokinase
Cc1cc(N2C3CCC2CC(O)(c2ccc(F)cc2)C3)nc(-c2ccccc2)n1 (stereo unspecified)	7	-26	5	-6	10	-10	5	-1	-4
COc1ccc(C(CNC(=O)c2ccc(S(=O)(=O)N3CCCC3)cc2)N(C)C)cc1OC (stereo unspecified)	6	-8	14	-8	-8	-3	-1	1	7
COc1ccccc1/C=c1\sc2nc(-c3ccco3)nn2c1=O	7	-14	-2	-9	9	0	1	0	-1
Cc1ccc(S(=O)(=O)Cc2ccccc2Cl)cc1	11	-3	5	1	0	-3	3	1	5
COc1cc(OC)cc(C(=O)N[C@H](C(=O)NCCc2c[nH]c3ccccc23)C(C)C)c1	6	-9	6	-25	5	2	4	-1	-2
CN(C)C(=O)COC(=O)c1ccccc1Sc1ccccc1C#N	0	0	4	-9	17	-10	-6	3	5
CCOC(=O)Cc1csc(SCn2nnc3ccccc3c2=O)n1	3	-3	6	-15	18	-2	3	0	-5
CS(=O)(=O)N(CC(O)Cn1c2ccccc2c2ccccc21)c1cccc2ccccc12 (stereo unspecified)	16	-13	0	-8[20 µM]	-10	-6	0	-4	-23
O=C1CCCc2c1cc(C(=O)NCCCN1CCOCC1)c(=O)n2-c1ccc(Cl)cc1	9	-8	7	-10	30	-4	-6	5	-18
CS(=O)(=O)c1[nH]nc(-c2ccccc2Cl)c1C#N	4	-8	-4	-14	15	2	3	0	-3
COc1cccc(/C=c2\sc3nc(-c4cccs4)nn3c2=O)c1OC	/	-11	-1	-18	-11	-6	6	-2	-12
Cc1cccc(NC(=S)N(CCCN2CCOCC2)Cc2cn(C)c3ccccc23)c1	4	-8	6	-1	22	-6	-4	3	-7
Cc1cc(C)c(S(=O)(=O)/N=C2/C=C(SCC(=O)O)C(=O)c3ccccc32)cc1C	13	-2	8	-12	35	1	1	0	4
COc1ccc(S(=O)(=O)Nc2ccccc2Cl)cc1NC(C)=O	7	-10	8	-24	10	7	3	2	-4
COc1cccc(/C=N/NC(=O)C(=O)NCc2ccco2)c1O	4	1	2	0[20 µM]	-3	2	1	4	-10
CCc1nnc(NC(=O)CSc2nc(-c3ccccc3)nc3ccccc23)s1	18&8	5	6	-19	-6	0	8	-3	-15
Cc1cccc2cc(COC(=O)c3cccnc3)c(=O)[nH]c12	11	9	-2	-10	-24	-5	1	-3	-16
O=C(CSc1nnc(-c2cccs2)o1)N1CCc2ccccc21	2	-10	3	-24	3	0	1	-1	-7
O=C(c1ccco1)N1CCN=C1SCc1c(F)cccc1Cl	31	-1	1	-22	7	3	2	2	4
CCOc1ccc2nnc(-c3ccc(Br)cc3)n2n1	13	8	12	-11[20 µM]	19	3	-4	3	-4
CCOC(=O)NC(Nc1nc2ccccc2s1)(C(=O)OCC)C(F)(F)F (stereo unspecified)	2	-6	3	-27	26	3	5	-4	7
CN1C(=O)C2(N=c3ccccc3=N2)c2ccccc21	-1	1	5	1	17	-9	3	-2	-24
Cc1ccc(NC(=O)CSc2nc3c(c(=O)[nH]2)CN(Cc2ccc(F)cc2)CC3)cc1C	3	-8	11	-6	11	7	-1	8	0
CCn1c(CNC(=O)COc2ccc(C(C)C)cc2)nnc1SCC(=O)Nc1cc(F)ccc1C	0	-5	1	-8[20 µM]	8	-10	-1	2	3
COc1cccc(OCC(=O)O/N=C(\N)c2ccc(OC)c(OC)c2)c1	9	2	-1	-11	9	5	0	-2	27
O=C(Cc1ccccc1)Nn1cnc2ccccc21	17	-5	6	-14	10	-11	0	0	-3
Cc1ccccc1Nc1nc(N)nc(COC(=O)CC2CC3CCC2C3)n1 (stereo unspecified)	5	-9	3	-9	4	-5	-10	2	1
COc1ccc(-c2nc(SCC(=O)Nc3cc(C)on3)n[nH]2)cc1	16	-2	6	-13[20 µM]	6	-3	-1	1	0
COC(=O)NCN1C(=O)C2C3C=CC(C3)C2C1=O (stereo unspecified)	6	-3	11	-20	/	-3	-4	6	7
O=C(NC1CC2CCCC(C1)N2C1CC1)NC12CC3CC(CC(C3)C1)C2 (stereo unspecified)	/	/	8	-17	25	-8	-1	5	6
C(=N\n1cnnc1)/c1ccc(N2CCOCC2)s1	5	43*	4	-15	2	-2	3	-3	-16
Cc1ccccc1-n1c(-c2ccc(Cl)cc2)cnc1SCC(=O)NC1CCS(=O)(=O)C1 (stereo unspecified)	4	-13	7	-3	27	-1	5	0	-6
CCc1cccc(NC(=O)CS(=O)Cc2nc(-c3ccc(C)cc3)oc2C)c1 (stereo unspecified)	11	-1	6	-18	9	-7	-12	0	-9
CC1CCN(CCCNC(=O)C2CC(=O)N(C3CCCCCC3)C2)CC1 (stereo unspecified)	16	-31	0	-12	20	-7	-4	-4	-2
CCSc1nnc(NC(=O)CSC2=NCCS2)s1	13	-18	9	-16	13	-4	8	1	-1
O=C(O)c1ccccc1-c1ccccc1C(=O)Nc1cccc2ccccc12	5	-14	9	-14[20 µM]	-12	-3	5	-1	4

The last 4 entries of the section before come first, to join the parts:
SMILES	EP2 antag	NCF1 inh	BaF3 parental	Furin inhibitor	PPC-1+TRAIL kill	RBBP9 inhibitor	p97 inhibitor	Ba/F3 V617F tox	Tb hexokinase
CCc1cccc(NC(=O)CS(=O)Cc2nc(-c3ccc(C)cc3)oc2C)c1 (stereo unspecified)	11	-1	6	-18	9	-7	-12	0	-9
CC1CCN(CCCNC(=O)C2CC(=O)N(C3CCCCCC3)C2)CC1 (stereo unspecified)	16	-31	0	-12	20	-7	-4	-4	-2
CCSc1nnc(NC(=O)CSC2=NCCS2)s1	13	-18	9	-16	13	-4	8	1	-1
O=C(O)c1ccccc1-c1ccccc1C(=O)Nc1cccc2ccccc12	5	-14	9	-14[20 µM]	-12	-3	5	-1	4
COc1ccc(C(C)=O)cc1CSc1nnc(C)s1	8	-16	7	-20	-14	2	-7	5	-8
CCOC(=O)N1CCN(C(=O)CCCn2c(=S)[nH]c3ccccc3c2=O)CC1	8	3	5	-12[20 µM]	16	-2	3	2	-1
CN(C)CCNc1oc(COc2ccc(Cl)cc2Cl)nc1C#N	9	-19	6	-15[20 µM]	-18	-5	0	-1	-3
O=C(NCc1ccc(Cl)cc1)C(=O)NCC1OCCN1C(=O)c1cccs1 (stereo unspecified)	9	1	0	-20	25	-3	3	-3	-3
